MT stabilize HCS: microtubule stabilization, imaging screen | HeLa tubulin immunostaining HCS, 24 h; share of cells brighter than vehicle mean+2SD | % tubulin-high responders, % at 10 µM | 200,000 tested, 0.83% active | AID 2205;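 active = plate Z-score above 3 for both tubulin-high and condensed-nucleus cell shares, with cell loss under 80%, at 10 µM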;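 also: anti alpha tubulin signal scored within the nucleus-defined area of each cell; some results filed as inactive read as strong as hits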
Autophagy HCS: autophagy modulation, high-content screen. 190,000 tested, 0.98% active. MEF GFP-LC3 puncta imaging; test concentration mostly 10 µM. AID 463193. calls only at 10 µM (by protocol);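 active = percentage of spot-positive cells more than 3 SD above its plate mean, without a fluorescence outlier flag or 80% toxicity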;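 also: spot-positive cell cutoff set from DMSO-treated cells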
bCat nuc transl: alters nuclear translocation of beta-catenin in HeLa cells; 190,000 tested, 0.3% active; immunofluorescence imaging; nuclear translocation activity, % at 5 µM; AID 1665;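 active = nuclear translocation activity above 50% at 5 µM, with a well cell count of 50 or more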;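 also: per-cell ratio of nuclear to cytoplasmic median beta-catenin stain intensity; plate controls were DMSO negative control for no effect and GSK-3 inhibitor IX positive control for full effect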
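assay system = human HeLa cells, endogenous beta-catenin | times = compound treatment 24 h, 37°C, 5% CO2 | detection = Anti-beta-catenin immunofluorescence on PFA-fixed, Triton-permeabilized cells, DAPI nuclei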
Dynein cargo inh: dynein cargo transport inhibition | AID 1381 | 3617.4 mouse cells, GR-EGFP nuclear translocation imaging; test concentration mostly 20 µM; stimulated with dexamethasone, 1 µM; hits give low values | 220,000 tested, 0.47% active | z-score, hits read low;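 active = plate z-score of nuclear minus cytoplasmic receptor signal below a set negative limit, without overly bright fluorescence or cell loss, cut at about -3.5 in these data, passing the limit was not always enough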;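 also: z-score of nuclear minus cytoplasmic ring GR-EGFP intensity difference per well; some compounds called inactive have numbers as strong as hits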
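Also added – dexamethasone, 1.0 µM final · Buffer or medium – tet-free, stripped-serum medium · Schedule – induction 48 h, compound 1 h, agonist 30 min · Detection – formaldehyde fixation, Hoechst nuclear stain, 10x automated fluorescence imaging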
ER stress rescue: protection against thapsigargin-triggered cell killing – 384-well, CSM14.1, ATP luminescence, primary screen (AID 1222). cellular ATP content (survival), % at 20 µM, or EC50 in µM where a hit was titrated. 190,000 tested, under 10 active. CSM14.1 thapsigargin-induced death rescue, ATP luminescence; higher % means a stronger effect;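 active = EC50 below 50 µM in the dose-response confirmation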;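 also: death triggered by thapsigargin at about 15 µM added after 2 h compound pretreatment; cell ATP read after overnight thapsigargin exposure of roughly 18 to 22 hours; normalized against plate controls of thapsigargin alone and 5% DMSO vehicle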
P. falciparum M17LAP: P. falciparum M17LAP inhibitors, primary screen, biochemical, fluorogenic H-Leu-NHMec substrate, 1536-well (AID 1619) | recombinant M17LAP, H-Leu-NHMec fluorogenic kinetic assay; higher % means a stronger effect | one-dose inhibition, % at 30 µM; IC50 in µM for titrated hits | 220,000 tested, 0.38% active;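 active = compound inhibiting the enzyme by more than half at any dose during confirmatory dose-response retesting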;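 also: plate controls were full reaction with DMSO carrier for no effect and no enzyme background for full effect; strong numbers were not always called active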
Ins promoter up: MIN6 insulin promoter up-regulation; 190,000 tested, 0.3% active; MIN6 insulin promoter-GFP reporter, high-content imaging; hits give high values; z-score at 5 µM; AID 1625;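 active = z-score above 3 at 5 µM with at least 500 cells counted in the well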
P. falciparum M1AAP: P. falciparum M1AAP inhibitors, biochemical, fluorogenic H-Leu-NHMec substrate, 1536-well (AID 1445). recombinant M1AAP, H-Leu-NHMec fluorogenic kinetic assay; higher % means a stronger effect. inhibition, % at 30 µM, or IC50 in µM where a hit was titrated. 220,000 tested, 0.42% active;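 active = primary inhibition above the hit cutoff, then over 50% inhibition at one or more dose response concentrations, cut at about 23% in these data, passing the limit was not always enough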;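 also: plate controls were DMSO full reaction for no effect and no enzyme background for full effect; strong numbers were not always called active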
K1F lysis inhibition: inhibition of K1F phage lysis, E. coli UTI89, bacterial capsule biogenesis inhibitors, alamar blue (AID 488966); E. coli UTI89 K1F phage lysis, alamar blue, 2 h; higher % means a stronger effect; inhibition, % at 100 µM; hits with a dose series show IC50 in µM; 340,000 tested, 0.02% active;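 active = phage lysis inhibition, versus mean bacterial control, above a set limit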;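 also: capsule biogenesis inhibitors block K1F phage lysis so surviving cells raise fluorescence; higher fluorescence means more inhibition of phage lysis; actives were called in the ten point dose series up to 300 µM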
Dynein cargo inh cytoplasmic EGFP: recorded beside Dynein cargo inh, whose call it bears; z-score; measured here: cytoplasmic GR-EGFP intensity; hits give high values
Dynein cargo inh nuclear GR-EGFP: also measured in Dynein cargo inh; calls as there; z-score; measured here: nuclear GR-EGFP intensity;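 lower value marks the stronger effect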
Dynein cargo inh cell count: further read-out of Dynein cargo inh, marked with its call; z-score; measured here: cell count per field
Ins promoter up cell count: second read-out of Ins promoter up, no call of its own (marks repeat the call); cell count; measured here: cytotoxicity, nuclei count;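 total cells summed across four imaged fields per well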
bCat nuc transl cell count 5 µM: also measured in bCat nuc transl; calls as there; cell count; measured here: cell count, cytotoxicity flag
MT stabilize HCS Hoechst-high %: further read-out of MT stabilize HCS, marked with its call; % Hoechst-high responders; measured here: nuclear condensation Hoechst responders;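 share of cells brighter than vehicle mean plus two SD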
MT stabilize HCS cytotoxicity %: also measured in MT stabilize HCS; calls as there; toxicity, %; measured here: cytotoxicity by cell density;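 0% = mean cell density of plate MIN control wells and 100% = no cells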
Autophagy HCS cell loss 18 h: second read-out of Autophagy HCS, no call of its own (marks repeat the call); toxicity, %; measured here: cell loss, nuclei count;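 cell loss after 18 h compound exposure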
Starred values were filed as active, the others as inactive; i = inactive; . = no result given; [ ] = dose if it differs, or a comment.

SMILES	MT stabilize HCS	MT stabilize HCS Hoechst-high %	MT stabilize HCS cytotoxicity %	Autophagy HCS	Autophagy HCS cell loss 18 h	bCat nuc transl	bCat nuc transl cell count 5 µM	Dynein cargo inh	Dynein cargo inh cytoplasmic EGFP	Dynein cargo inh nuclear GR-EGFP	Dynein cargo inh cell count	ER stress rescue	P. falciparum M17LAP	Ins promoter up	Ins promoter up cell count	P. falciparum M1AAP	K1F lysis inhibition
Cc1sc(NC(=O)c2oc3ccccc3c2C)c(C#N)c1C	3.7	2.3	5.3	i	6	-1.2	1079	-0.43	-0.19	-0.53	1.2	-0.3%	12%	-0.66	1857	-3%	-1.1%
Cc1ccccc1OCC(=O)Nn1c(COc2ccccc2)nc2ccccc2c1=O	1.7	1.6	5.8	i	6	-1.7	1195	-0.28	0.41	0.22	0.00066	-3.9%	3%	0.46	886	7%	-0.4%
COc1ccc(CCN2C(=O)c3ccncc3C2=O)cc1OC	4.1	2.1	8.1	i	6	0.5	771	-0.12	-0.15	-0.18	0.65	-1.9%	-2%	-0.08	976	0%	1.0%
CS(=O)(=O)N(CC(=O)Nc1cc(Cl)ccc1Cl)c1ccccc1	1.5	2.0	4.9	i	0	-1.3	1086	0.59	-0.15	0.17	-0.19	-0.7%	1%	-0.19	951	3%	0.7%
O=C(Nc1ccccn1)C1COc2ccccc2O1 (stereo unspecified)	2.9	1.8	2.6	i	32	-0.6	1148	-0.62	-0.18	-0.26	0.73	1.1%	-5%	0.47	1123	4%	0.3%
C=CCn1c(SCC(=O)Nc2ccc(C)cc2C)nnc1-c1cccnc1	0.6	1.4	11	i	-11	.	.	0.56	-0.049	0.56	0.026	-0.3%	18%	-0.12	823	2%	0.2%
O=c1c2ccccc2nc(/C=C/c2ccc3c(c2)OCO3)n1CCCO	2.6	2.9	2.8	i	-10	0.6	1522	0.95	-0.11	0.33	-1.8	1.8%	32%	.	.	12%	0.2%
CCOC(=O)Cn1nnc(-c2cc(OC)c(OC)c(OC)c2)n1	2.7	2.1	7.2	i	-8	0.5	1072	-0.99	-0.22	-0.88	0.48	1.4%	-37%	0.36	1322	4%	0.1%
CCS(=O)(=O)n1nc(-c2ccco2)nc1SC	1.6	1.5	7.4	i	1	-3.7	1173	-0.42	-0.34	-0.28	0.67	0.7%	5%	0.4	1008	3%	2.0%
COC(=O)c1ccc(CN2C(=O)NC3(CCCCC3C)C2=O)o1 (stereo unspecified)	4.7	2.9	3.3	i	18	-4.2	812	-1	-0.22	-0.18	1.1	-1.3%	4%	0.51	1136	8%	-0.4%
CCOC(=O)c1c(-c2ccccc2)oc2ccc(O)c(CN3CCOCC3)c12	5.0	2.3	4.9	i	-5	.	.	1	0.14	0.41	0.48	-1.9%	4%	-0.56	1339	1%	0.6%
O=C(Cn1cnc2ccccc21)NCCCN1CCOCC1	2.5	1.4	5.7	i	0	-0.5	1016	-0.43	-0.2	-0.86	0.015	0.3%	-1%	0.96	1385	1%	1.1%
S=C(Nc1ccc(Cl)cc1)NN1CCOCC1	3.8	1.9	6.5	i	8	1.0	1012	-1.6	2	-0.62	9	0.6%	11%	-0.67	1199	6%	5.4%
O=C(CSc1ccccn1)N/N=C/C=C/c1ccccc1	2.9	1.6	8.1	i	-8	-0.5	1146	0.23	-0.23	0.39	-0.71	-0.4%	8%	0.28	1408	6%	0.3%
Cc1ccccc1C(=O)Nc1ccccc1N1CCCCC1	2.6	1.7	17	i	19	-0.4	1551	0.32	-0.26	-0.18	-0.095	0.7%	-6%	0.93	1428	-6%	-0.6%
CCn1c(-c2csc(-c3ccccc3)n2)n[nH]c1=S	1.1	0.5	2.4	i	-5	4.5	1046	-0.55	-0.23	-0.42	0.71	0.4%	6%	0.08	1314	4%	-0.5%
CCOC(=O)c1cnc(-n2nc(C)cc2C)nc1Nc1cccc(C(C)=O)c1	3.1	1.2	4.5	i	-1	.	.	-0.11	0.49	-0.55	-0.08	.	.	.	.	.	0.4%
COc1ccc(S(=O)(=O)N(Cc2cc3ccc(OC)cc3[nH]c2=O)CC2COCCO2)cc1 (stereo unspecified)	5.2	3.0	7.8	i	12	-2.2	1158	-0.97	-0.13	-0.28	0.33	-1.2%	1%	1.3	1371	5%	0.3%
c1ccc(CSc2ncnc3sccc23)cc1	2.8	1.1	12	i	20	-3.2	1062	0.062	-0.31	0.33	0.46	6.0%	-8%	0.17	1664	-6%	0.4%
O=C(CN1CCC(Cc2ccccc2)CC1)N1CCc2ccccc2C1	3.6	2.3	12	i	4	-0.7	1225	0.45	-0.3	0.51	-0.34	-1.8%	-4%	-0.34	1282	-5%	-0.5%
Cn1c(N2CCOCC2)nc(-c2ccccc2)c1-c1ccccc1	2.7	2.4	9.1	i	0	.	.	-0.76	-0.2	-0.14	0.79	-1.5%	-9%	-0.03	1009	6%	-0.5%
O=S(=O)(c1cc(Cl)ccc1Cl)N1CCCCC1	4.4	1.7	7.7	i	-8	-1.8	1154	-0.98	-0.21	-0.65	2.4	-1.9%	1%	2.7	1052	10%	-0.2%
CCc1nnc(NC(=O)c2cc(C)nc3ccccc23)s1	5.7	1.9	9.1	i	0	-2.5	1096	1.6	-0.31	0.69	-1.9	-1.2%	1%	-0.6	1430	0%	0.1%
O=[N+]([O-])c1cc2c(cc1/C=N\NS(=O)(=O)c1ccccc1)OCO2	3.6	2.0	4.6	i	20	-0.2	1085	-0.48	-0.14	-0.41	-0.32	0.2%	21%	0.57	1899	13%	0.5%
C=CCNC(=O)COc1ccc(Oc2ccccc2)cc1	2.2	4.9	5.5	i	6	-3.0	1033	0.4	0.29	0.48	0.08	-1.3%	-3%	1.4	1183	0%	0.1%
CCCNC(=O)Cc1cc(=O)[nH]c(=O)[nH]1	8.0	1.4	6.7	.	.	1.1	1101	0.84	-0.16	0.86	-0.76	.	2%	-3	1078	-3%	0.7%
COc1cc(SC)ccc1C(=O)N1CC(C)OC(C)C1 (stereo unspecified)	1.9	2.7	8.6	i	23	-0.5	1013	-0.61	-0.16	-0.41	-0.48	0.5%	-16%	-0.7	1425	6%	-0.7%
Cc1c(NC(=O)CN2CCN(c3cccc(Cl)c3)CC2)c(=O)n(-c2ccccc2)n1C	1.8	2.1	8.6	i	2	1.1	1020	-0.44	-0.35	-0.31	-0.43	0.0%	-2%	0.27	1234	-4%	0.4%
CC(C)OCCCNS(=O)(=O)c1ccc2c(c1)oc(=O)n2C	2.2	2.5	5.3	i	8	-0.3	1181	-0.26	-0.17	-0.12	-0.21	-0.8%	15%	0.55	897	1%	-0.5%
Cc1ccc(-n2c(=O)c3c(C)c(C)sc3n(Cc3cc(=O)n4ccccc4n3)c2=O)cc1C	1.8	1.2	1.9	i	19	-3.3	1313	1.3	-0.12	1.7	-1.5	-0.2%	-10%	0.64	1364	3%	1.5%[50 µM]
COc1ccc(S(=O)(=O)NCC2CCCN(C(=O)C=C(C)C)C2)cc1 (stereo unspecified)	2.5	2.0	9.2	i	-22	0.6	1073	0.094	-0.33	0.17	0.3	2.6%	-12%	-0.47	1374	2%	-0.2%
COc1cccc(-n2nnnc2SCC(=O)Nc2ccc(C(C)=O)cc2)c1	5.0	2.6	5.3	i	-4	2.0	1149	-0.057	-0.26	-0.18	1.1	0.7%	3%	0.01	1074	10%	0.3%
CN(C)c1ccc(N/C(=N\S(=O)(=O)c2cccs2)c2ccccc2)cc1	3.9	4.3	6.9	i	10	2.2	1033	-0.032	-0.33	-0.15	0.91	1.6%	2%	-1.1	1398	1%	0.0%
O=C(CSc1nnc(-c2ccncc2)n1-c1ccccc1)Nc1ccc(C(=O)O)cc1	2.6	1.9	5.0	i	25	-0.5	1100	-0.044	-0.32	-0.077	0.69	-2.2%	4%	.	.	-1%	.
CCN1CCN(Cc2ccc(NC(=O)c3cc(NC(=O)c4nccnc4N)cc(OC)c3)cc2C(F)(F)F)CC1	.	.	.	.	.	0.9	1324	-0.34	-0.72	0.00074	-0.44	.	-6%	-0.15	808	4%	-0.8%
CCCN(CCC)C(=O)Cc1ccc(F)cc1	3.2	1.3	8.4	i	10	-3.7	1064	-0.48	-0.25	-0.25	0.62	-1.9%	3%	0.04	1671	4%	0.2%
COc1ccc(-c2nc(-c3cccs3)c(-c3cccs3)[nH]2)cc1OC	1.2	2.7	5.7	i	-8	-7.1	1221	-0.11	-0.05	0.16	0.35	-0.9%	6%	.	.	8%	4.3%

A draw from above in order of length of the SMILES, lowest first.
SMILES	MT stabilize HCS	MT stabilize HCS Hoechst-high %	MT stabilize HCS cytotoxicity %	Autophagy HCS	Autophagy HCS cell loss 18 h	bCat nuc transl	bCat nuc transl cell count 5 µM	Dynein cargo inh	Dynein cargo inh cytoplasmic EGFP	Dynein cargo inh nuclear GR-EGFP	Dynein cargo inh cell count	ER stress rescue	P. falciparum M17LAP	Ins promoter up	Ins promoter up cell count	P. falciparum M1AAP	K1F lysis inhibition
COc1ccc(S(=O)(=O)NCC2CCCN(C(=O)C=C(C)C)C2)cc1 (stereo unspecified)	2.5	2.0	9.2	i	-22	0.6	1073	0.094	-0.33	0.17	0.3	2.6%	-12%	-0.47	1374	2%	-0.2%
CN(C)c1ccc(N/C(=N\S(=O)(=O)c2cccs2)c2ccccc2)cc1	3.9	4.3	6.9	i	10	2.2	1033	-0.032	-0.33	-0.15	0.91	1.6%	2%	-1.1	1398	1%	0.0%
Cc1c(NC(=O)CN2CCN(c3cccc(Cl)c3)CC2)c(=O)n(-c2ccccc2)n1C	1.8	2.1	8.6	i	2	1.1	1020	-0.44	-0.35	-0.31	-0.43	0.0%	-2%	0.27	1234	-4%	0.4%

Screens (PubChem)

Rows were taken by chance; any-hit rate near 2.9%.
